HCV inh: qHTS Assay for Inhibitors of Hepatitis C Virus (HCV); Huh7.5.1 HCVcc-Cre infection, luciferase reporter, 44 h; Potency, µM (doses to about 41.8 µM), for the others: at the top dose activity change, negative = inhibition, actives largely listed as inhibitors; 3.4% of 340,000 active; AID 651820, 2012; further: potency means the concentration at half of the fitted maximal effect; on the % scale 0 is the no-effect control and ±100 the full control effect
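1,000 cells/well; 4 h culture; + compound; + HCVcc-Cre (~0.5 moi); 44 h; luciferase substrate, RT 15 min; read 15 sec.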
Cycloheximide cs: Cycloheximide Counterscreen for Small Molecule Inhibitors of Shiga Toxin. cell reporter, cycloheximide protein synthesis inhibition counterscreen. max response, %. 12% of 300,000 active; in the data active means max response mostly above about 13%, no sharp cut-off; inactive means mostly below about 14%; further: read at 38.3 µM for the half of the compounds with a filed dose; 0% is about no effect
Pf growth 48h: Primary qHTS for delayed death inhibitors of the malarial parasite plastid, 48 hour incubation | P. falciparum luciferase growth in erythrocytes, 48 h | Potency, µM (series often up to 28.7 µM), for the others: at the top dose activity change, negative = inhibition, usual class: inhibitors | 5.9% of 310,000 active | AID 504832, 2011; further: potency means the concentration at half of the fitted maximal effect; on the % scale 0 is the no-effect control and ±100 the full control effect
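Here the parasites carry a stable luciferase gene and grow inside erythrocytes in Albumax-based RPMI medium with compound for one erythrocytic cycle. Activity is scored as loss of luminescent signal.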
Shiga inhibitor: A qHTS for Small Molecule Inhibitors of Shiga Toxin; Vero cells, Shiga toxin protein synthesis inhibition reporter; inhibition, % at 38.7 µM; 9.2% of 290,000 active; in the data active means inhibition mostly above about 28%, no sharp cut-off; inactive means mostly below about 43%; further: 0% is about no effect
Pf growth 96h: Primary qHTS for delayed death inhibitors of the malarial parasite plastid, 96 hour incubation; P. falciparum luciferase reporter growth, 96 h; AID 504834, 2011; 6.9% of 320,000 active; Potency, µM (highest dose often 28.7 µM), without a hit: at the top dose activity change, negative = inhibition, hits mostly inhibitors; further: potency means the concentration at half of the fitted maximal effect; on the % scale 0 is the no-effect control and ±100 the full control effect
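Two-generation exposure (96 h) targets delayed-death phenotype. Reporter parasites carrying integrated firefly luciferase, in red cells at 2% hematocrit and 0.05% parasitemia final, kept at 37 C, 5% CO2; luminescence loss indicates inhibition.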
TbPYK inhibitor: qHTS of Trypanosoma Brucei Inhibitors. pyruvate kinase (Trypanosoma brucei), Q57TT1. TbPYK enzyme, Kinase-Glo Plus ATP luminescence, 45 min. Potency, µM (top dose mostly 76.8 µM), without a hit: at the highest dose activity, negative = inhibition, usual class: inhibitors. 0.12% of 410,000 active. AID 624173, 2012; further: potency means the concentration at half of the fitted maximal effect; on the % scale 0 is the no-effect control and ±100 the full control effect; nearly all actives have a fitted effect of over 50% in size
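In this concentration-response screen, enzyme-free wells defined baseline while DMSO plates tracked drift. Each reaction combined TbPYK, substrate, compound and 130 uM ADP for 45 min at room temperature. Kinase-Glo Plus luminescence gave the signal.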
LmPK inhibitor: qHTS Assay for Inhibitors of Leishmania Mexicana Pyruvate Kinase (LmPK); 0.37% of 290,000 active; Potency, µM (doses to about 57.5 µM), without a hit: top-dose activity change, negative = inhibition, most hits filed as inhibitors; purified LmPK, Kinase-Glo ATP luminescence, 1 h; Q27686; further: potency means the concentration at half of the fitted maximal effect; on the % scale 0 is the no-effect control and ±100 the full control effect
Target sequence (Q27686 whole entry, looked up): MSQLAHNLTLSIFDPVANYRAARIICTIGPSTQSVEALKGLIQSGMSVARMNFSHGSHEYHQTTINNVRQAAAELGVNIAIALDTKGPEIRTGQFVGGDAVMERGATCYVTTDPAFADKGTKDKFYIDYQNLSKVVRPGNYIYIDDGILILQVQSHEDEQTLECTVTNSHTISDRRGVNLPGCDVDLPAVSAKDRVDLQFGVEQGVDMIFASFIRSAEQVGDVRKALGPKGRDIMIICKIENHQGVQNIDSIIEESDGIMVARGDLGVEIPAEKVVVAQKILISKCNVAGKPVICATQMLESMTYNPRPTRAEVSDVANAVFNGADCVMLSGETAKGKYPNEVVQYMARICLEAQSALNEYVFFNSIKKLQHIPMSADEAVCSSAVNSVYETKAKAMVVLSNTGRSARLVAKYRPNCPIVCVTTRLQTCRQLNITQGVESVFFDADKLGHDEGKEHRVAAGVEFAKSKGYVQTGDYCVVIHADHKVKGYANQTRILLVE
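0.1 nM LmPK, 0.5 mM PEP, 0.1 mM ADP; 50 mM imidazole pH 7.2, 7 mM MgCl2, 50 mM KCl; 1 h RT. Kinase-Glo luminescence readout, normalized to no-enzyme (full inhibition) and uninhibited wells.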
The depositor's hits bear a star; ? = inconclusive; nt = no result given; & = joins results of further samples; [ ] = another dose, or the depositor's remark. Unless noted, the call rests on the fitted dose curve; in most records, active means well fitted curve in the direction sought with a large enough effect; inconclusive means small, poorly fitted or top-dose-only effect, or another doubt; inactive means no such curve, though single readings can be large; an effect the other way counts as inactive or inconclusive.

Second line of a record – HCV inh | Cycloheximide cs | Pf growth 48h | Shiga inhibitor | Pf growth 96h | TbPYK inhibitor | LmPK inhibitor
- COc1ccc(C)cc1NC(=O)CCCN1C(=O)CCC1=O
    ? | 0 | nt | -11 | 13% | -6% | 5%
- CC1CN(S(=O)(=O)c2csc(C(=O)Nc3ccccc3)c2)CC(C)O1 (configuration not stated)
    nt | -1 | 0% | 4 | 33%[activator] | 0% | 4%
- Cc1cc(C(=O)N/N=C/c2cn[nH]c2-c2ccccc2)cs1
    11% | 9 | -8% | 15 | ? | 15% | 4%
- c1ccc(-n2cnnc2SCc2cn3ccsc3n2)cc1
    16% | -2 | 41%[activator] | -1 | 42%[activator] | -8% | -5%
- CC1=CCC2C(=O)N(c3cccc(C(=O)NC(C)c4ccccc4)c3)C(=O)C2C1 (configuration not stated)
    -15% | -2 | 6% | -7 | -2% | 1% | 2%
- COc1ccc(Cl)cc1NC(=O)NCc1ccco1
    ? | -3 | -1% | 4 | ? | 9% | 4%
- COc1ccc(SCCN2CC[C@@H](C)CCC2=O)cc1
    9% | nt | 47%[activator] | nt | 21% | -13% | nt
- CCCn1c(=O)c2ccccc2n2c(SCC(=O)N3CCc4ccccc4C3)nnc12
    ? | 8 | 6% | -14 | ? | -1% | 1%
- O=C(CCN1C(=O)c2ccccc2C1=O)NNC(=O)c1ccc(Cl)cc1Cl
    5% | 0 | 14% | 16 | 19% | -3% | -2%
- Cc1c(N=C2Nc3cccc4cccc2c34)c(=O)n(-c2ccccc2)n1C
    6%&18% | -3 | nt | -8 | ? | 0%&2% | 7%

The list goes on.
Second line of a record – HCV inh | Cycloheximide cs | Pf growth 48h | Shiga inhibitor | Pf growth 96h | TbPYK inhibitor | LmPK inhibitor
- Cc1ccc(C)c(NC(=S)N/N=C2\CCc3ccccc32)c1
    10µM* | 14 | 51%[activator] | 14 | 5.2µM* | -4% | 0%
- CC(NCC(=O)Nc1ccccc1C(=O)NC1CC1)c1ccc(S(C)(=O)=O)cc1 (configuration not stated)
    14% | nt | -22% | nt | ? | 4% | nt
- Cc1cccc(OCCn2c(-c3ccco3)nc3ccccc32)c1
    ? | 26* | ? | 23 | ? | 0% | -1%
- O/N=C/CCn1c(=S)sc2ccccc21
    -8% | -4 | 12% | -1 | 1%[5.75 µM] | 0% | -2%
- Cc1noc(C)c1-c1nc(CS(=O)(=O)c2ccccc2)no1
    24% | 11 | ? | -5 | 0% | -2% | -7%
- C=C(C)CSc1ncc(-c2cccc(C(F)(F)F)c2)cn1
    -1% | 2 | -8% | -2 | 6% | 6% | -4%
- CCOc1cc(C(C#N)N2CCOCC2)ccc1OC (configuration not stated)
    37%[activator] | -3 | -7% | -6 | nt | 3% | 0%
- O=C(CSc1nnc(-c2ccco2)n1CC1CCCO1)NC1CCCC1 (configuration not stated)
    -1% | 1 | 10% | -10 | 14% | -9% | 0%
- Cc1ccc(NC(=O)Cn2cnc3ccccc32)cc1C
    -1% | 11 | -2% | 20 | 30%[activator] | 3% | -3%
- O=S(=O)(c1cccc(-c2cn3cc(Cl)ccc3n2)c1)N1CCOCC1
    ? | -1 | -20% | 7 | nt | 4% | -6%

One compound at a time, as listed above.
Cc1cccc(OCCn2c(-c3ccco3)nc3ccccc32)c1 reads HCV inh: ?; Cycloheximide cs: 26*; Pf growth 48h: ?; Shiga inhibitor: 23; Pf growth 96h: ?; TbPYK inhibitor: 0%; LmPK inhibitor: -1%
Cc1ccc(NC(=O)Cn2cnc3ccccc32)cc1C reads HCV inh: -1%; Cycloheximide cs: 11; Pf growth 48h: -2%; Shiga inhibitor: 20; Pf growth 96h: 30%[activator]; TbPYK inhibitor: 3%; LmPK inhibitor: -3%
O/N=C/CCn1c(=S)sc2ccccc21 reads HCV inh: -8%; Cycloheximide cs: -4; Pf growth 48h: 12%; Shiga inhibitor: -1; Pf growth 96h: 1%[5.75 µM]; TbPYK inhibitor: 0%; LmPK inhibitor: -2%

Further records follow:
Second line of a record – HCV inh | Cycloheximide cs | Pf growth 48h | Shiga inhibitor | Pf growth 96h | TbPYK inhibitor | LmPK inhibitor
- CCN(CC)C(=O)Cn1c(=O)n(-c2ccccc2)c(=O)n1CC(=O)N(CC)CC
    14% | 10 | 9% | -5 | 45%[activator] | -4% | 2%
- O=C1C(=O)N(Cc2ccco2)C(c2cccs2)/C1=C(\O)c1cccc([N+](=O)[O-])c1 (configuration not stated)
    1% | 1 | 0% | 6 | 3% | 1% | 5%
- O=C(NC1=NCCS1)c1nc(-c2ccccc2)n(-c2ccccc2)n1
    ? | -2 | 16% | -6 | 24% | -1% | 4%
- O=C(NC1CCCCC1)c1ccc(COCC(F)(F)F)o1
    -2% | 10 | 0% | -13 | 0% | -4% | 1%
- Cc1cc(-c2n[nH]c(=S)n2/N=C/C(Br)=C/c2ccccc2)n[nH]1
    ? | 96* | ? | 92* | 0% | -28% | 4%
- O=C(COC(=O)c1ccc2ccccc2n1)Nc1cccc(S(=O)(=O)NC2=NCCCCC2)c1
    6% | 1 | 16% | 20 | 9% | 2% | 5%
- COc1ccccc1OCCC(=O)OCC(=O)Nc1cc(S(=O)(=O)N(C)C)ccc1Cl
    -12% | 3 | -3% | -7 | 12% | 6% | 5%
- COc1ccc(CN(C)CC(=O)N2CCc3ccccc3C2)cc1
    6% | -2 | 11% | -14 | 3% | 1% | 11%
- O=C(CN(C1CCCCC1)S(=O)(=O)c1ccccc1)NCc1ccco1
    -6% | 10 | -16% | 7 | 4.7µM* | 1% | 8%

Quoted from the listing:
COc1ccc(CN(C)CC(=O)N2CCc3ccccc3C2)cc1 | Pf growth 48h: 11%
O=C(CN(C1CCCCC1)S(=O)(=O)c1ccccc1)NCc1ccco1 | Pf growth 96h: 4.7µM*
Cc1cc(-c2n[nH]c(=S)n2/N=C/C(Br)=C/c2ccccc2)n[nH]1 | Cycloheximide cs: 96*
